Screening data from PubChem BioAssay.
CHT inh = inhibits the human high affinity choline transporter | Q9GZV3 | CHT-expressing cells, membrane potential dye, choline response; stronger effect = lower value | B-score at 10 µM | 310,000 tested, 0.86% active;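 active = B-score over 3 SD under the library average, and starting fluorescence ratio not unusually high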;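 note: choline stimulus applied at its EC90 after an EC20 pre-addition; B-score computed on integrated fluorescence ratio after choline addition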
Target sequence (Q9GZV3 whole entry, looked up): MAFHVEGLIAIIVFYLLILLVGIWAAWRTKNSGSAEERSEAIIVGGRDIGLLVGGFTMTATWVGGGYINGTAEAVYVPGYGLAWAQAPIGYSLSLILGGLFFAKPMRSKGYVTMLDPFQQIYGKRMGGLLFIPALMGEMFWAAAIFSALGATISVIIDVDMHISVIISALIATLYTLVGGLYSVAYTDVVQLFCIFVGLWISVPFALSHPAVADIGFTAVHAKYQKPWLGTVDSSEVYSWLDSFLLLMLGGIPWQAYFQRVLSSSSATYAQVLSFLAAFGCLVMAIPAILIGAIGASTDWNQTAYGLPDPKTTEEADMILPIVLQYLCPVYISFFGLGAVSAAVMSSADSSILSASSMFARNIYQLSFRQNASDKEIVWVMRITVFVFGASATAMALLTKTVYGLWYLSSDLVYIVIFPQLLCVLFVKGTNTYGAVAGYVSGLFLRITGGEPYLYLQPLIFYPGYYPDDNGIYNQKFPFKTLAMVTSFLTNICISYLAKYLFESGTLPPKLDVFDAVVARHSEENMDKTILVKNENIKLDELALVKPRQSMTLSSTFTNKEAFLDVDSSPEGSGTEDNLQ
Kir21 inh = Kir2.1 (mouse) channel inhibition. 310,000 tested, 0.85% active. AID 1672. HEK293-Kir2.1, FluxOR thallium flux fluorescence; stronger effect = lower value. B-score at 10 µM;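 active = fluorescence ratio B-score at or below minus 3 SD of library scores, with starting-brightness B-score within 2 SD, cut at about -4.2 in these data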;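 note: channel flux triggered by added potassium and thallium sulfate stimulus; B-score of peak minus minimum fluorescence over baseline after thallium stimulus; more negative B-score means stronger Kir2.1 block with less thallium influx; some compounds called inactive have numbers as strong as hits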
Target sequence (P35561 whole entry, looked up): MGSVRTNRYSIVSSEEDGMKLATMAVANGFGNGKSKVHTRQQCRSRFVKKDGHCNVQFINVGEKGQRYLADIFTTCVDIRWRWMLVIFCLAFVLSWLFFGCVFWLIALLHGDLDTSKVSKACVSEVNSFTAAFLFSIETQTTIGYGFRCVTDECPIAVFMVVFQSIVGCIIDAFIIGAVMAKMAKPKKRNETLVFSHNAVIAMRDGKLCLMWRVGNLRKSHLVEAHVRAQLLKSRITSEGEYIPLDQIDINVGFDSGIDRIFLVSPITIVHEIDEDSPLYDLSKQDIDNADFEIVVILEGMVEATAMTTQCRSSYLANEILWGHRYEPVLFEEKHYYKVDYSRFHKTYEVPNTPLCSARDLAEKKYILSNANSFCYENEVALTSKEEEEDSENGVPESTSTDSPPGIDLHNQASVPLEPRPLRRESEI
* hit, by the source's call.

The first 5 records, to show the layout:
Results for COc1cccc(NC(=O)Cn2c(=O)n(CCCC(=O)NCc3ccco3)c(=O)c3ccccc32)c1 ?
Kir21 inh: 0.24

Results for COc1ccc(/C=C(\NC(=O)c2ccccc2Cl)C(=O)NCCCC(=O)O)cc1 ?
Kir21 inh: 0

How did CCCCn1cnc2c(=S)nc(N)[nH]c21 do in these assays?
CHT inh: inactive; Kir21 inh: -1.2

Results for COCC(=O)Nc1cccc(-c2ccc3nncn3n2)c1 ?
CHT inh: inactive; Kir21 inh: -2.4

How did COc1ccc(NS(=O)(=O)c2ccc3c(c2)CCO3)cc1 do in these assays?
CHT inh: inactive; Kir21 inh: -0.31

The listing, from the start:
Results for COc1cccc(NC(=O)Cn2c(=O)n(CCCC(=O)NCc3ccco3)c(=O)c3ccccc32)c1 ?
Kir21 inh: 0.24

Results for COc1ccc(/C=C(\NC(=O)c2ccccc2Cl)C(=O)NCCCC(=O)O)cc1 ?
Kir21 inh: 0

How did CCCCn1cnc2c(=S)nc(N)[nH]c21 do in these assays?
CHT inh: inactive; Kir21 inh: -1.2

Results for COCC(=O)Nc1cccc(-c2ccc3nncn3n2)c1 ?
CHT inh: inactive; Kir21 inh: -2.4

How did COc1ccc(NS(=O)(=O)c2ccc3c(c2)CCO3)cc1 do in these assays?
CHT inh: inactive; Kir21 inh: -0.31

What do the screens show for `Cc1ccc2nsnc2c1S(=O)(=O)N1CCN(C)CC1`?
CHT inh: inactive; Kir21 inh: -0.32

What do the screens show for `CN1C(C(=O)NCc2ccccc2)CC2Cn3c(nc4cc(Cl)c(Cl)cc43)C21` (stereo not given)?
CHT inh: inactive; Kir21 inh: -1.5

Results for CC(C)[C@@H]1CC[C@@H](C)c2c(-c3ccccc3)n[nH]c21 ?
CHT inh: inactive; Kir21 inh: 0.9

How did COc1cccc(-n2nc(C(C)=O)c(C#N)c2-c2ccco2)c1 do in these assays?
CHT inh: inactive; Kir21 inh: -0.13

Results for Cn1c(=O)oc2cc(S(=O)(=O)N3CCC(C(=O)NCc4ccccc4Cl)CC3)ccc21 ?
CHT inh: inactive; Kir21 inh: -0.32

What do the screens show for `CCCCN(C)C(=O)Cc1c(OC)ccc2cc(Br)ccc12`?
CHT inh: inactive; Kir21 inh: -1.8

Results for CN(c1cccc(NC(=O)CN(c2ccc(F)cc2)S(C)(=O)=O)c1)S(C)(=O)=O ?
CHT inh: inactive; Kir21 inh: -0.62

Results for O=C(O)C1CC=CCC1C(=O)NCc1cn2ccccc2n1 (stereo not given) ?
CHT inh: inactive; Kir21 inh: 0.41

Results for O=C(CNc1cccc2ccccc12)N/N=C/c1ccc(C(=O)O)cc1 ?
CHT inh: inactive; Kir21 inh: -3.8

Results for Cc1nn(-c2ccccc2)c2sc(C(=O)n3cccn3)cc12 ?
CHT inh: inactive; Kir21 inh: 0.59

Results for O=C1CN=C(Nc2ccccc2Cl)N1Cc1ccc2c(c1)OCO2 ?
CHT inh: inactive; Kir21 inh: -0.45

What do the screens show for `Cc1c(NC(=S)NC(=O)c2ccco2)c(=O)n(-c2ccccc2)n1C`?
CHT inh: inactive; Kir21 inh: 2

Results for S=c1[nH]nc(-c2cccnc2)n1/N=C/c1cccs1 ?
CHT inh: inactive; Kir21 inh: -1.3

Results for COc1ccc(CCNC(=O)c2ccc(OCC(=O)N3CCOCC3)c(OC)c2)cc1 ?
CHT inh: inactive; Kir21 inh: 0.12

Results for O=S(=O)(NCCN1CCOCC1)c1ccc2c(c1)OCCO2 ?
CHT inh: inactive; Kir21 inh: -0.03

Results for Cc1snc(SCc2c(F)cccc2Cl)c1C#N ?
CHT inh: inactive; Kir21 inh: 2.7

How did COCCCNC(=O)c1cc(=O)n(Cc2ccc(Cl)cc2)c2ccccc12 do in these assays?
CHT inh: inactive; Kir21 inh: 0.02

Results for CN(CCO)c1nc(N)c2c(N)nc3c(c2c1C#N)CC(=O)N3Cc1cccs1 ?
CHT inh: inactive; Kir21 inh: -0.75

Results for COc1ccc(F)cc1S(=O)(=O)N1CCN(c2ccccn2)CC1 ?
CHT inh: inactive; Kir21 inh: -0.89

How did O=C1CC(c2ccco2)CC(O)=C1C=Nc1ccc(Br)cc1 (stereo not given) do in these assays?
CHT inh: inactive; Kir21 inh: 1.4

How did CC(=O)c1cc(OC(=O)N2CCOCC2)ccc1OC(=O)N1CCOCC1 do in these assays?
CHT inh: inactive; Kir21 inh: -0.62

How did CCCn1c(=O)c2ccccc2n2c(SCc3nnc(-c4ccccc4Br)o3)nnc12 do in these assays?
CHT inh: inactive; Kir21 inh: -11

What do the screens show for `CC(C)C(=O)N1N=C2CCCCC2C1(O)C(F)(F)F` (stereo not given)?
CHT inh: inactive; Kir21 inh: -0.04

What do the screens show for `CCC(C)[C@H]1CN=C(N)N1CCc1cccc2ccccc12` (stereo not given in full)?
CHT inh: inactive; Kir21 inh: -2.9

Results for NC(=O)N/N=C/c1cn(CC(=O)Nc2ccc(F)cc2)c2ccccc12 ?
CHT inh: inactive; Kir21 inh: 0.02

Results for Clc1ccc(/C=N/Nc2nnc(Cl)c3ccccc23)cc1 ?
CHT inh: inactive; Kir21 inh: 1.7

Results for O=C(Nc1ccccc1)c1sc(Cl)nc1-c1ccccc1 ?
CHT inh: inactive; Kir21 inh: 0.07

Results for COc1ccc(CCNc2c(C=O)c(=O)[nH]c3ccccc23)cc1OC ?
CHT inh: inactive; Kir21 inh: -0.37

Results for COc1cc2[nH]c(=S)n(Cc3ccc(F)cc3)c(=O)c2cc1OC ?
CHT inh: inactive; Kir21 inh: -1.1

How did COc1ccccc1OCc1ccc(C(=O)N2N=C(C(F)F)CC2(O)C(F)F)o1 (stereo not given) do in these assays?
CHT inh: -5.2*; Kir21 inh: -1.8

How did CN(C)c1ccc(NC(=O)CSc2nnc(C3CCCCC3)n2N)cc1 do in these assays?
CHT inh: inactive; Kir21 inh: 0.01

Results for O=[N+]([O-])c1ccc(C2CC(c3ccccc3)=Nc3ccccc3S2)cc1 (stereo not given) ?
CHT inh: inactive; Kir21 inh: -0.82

Results for COc1ccc(Cc2nnc3sc(SCC(=O)Nc4ccccc4)nn3c2=O)cc1OC ?
CHT inh: inactive; Kir21 inh: -1.9

How did CC(C)C(=O)Nc1ccccc1N1CCN(C(=O)c2ccccc2)CC1 do in these assays?
CHT inh: inactive; Kir21 inh: -0.89

What do the screens show for `O=C(c1c[nH]c2ccc(S(=O)(=O)N3CCC4(CC3)OCCO4)cc2c1=O)N1CCOCC1`?
Kir21 inh: 0.74

Fetched one by one from above:
What do the screens show for `CCC(C)[C@H]1CN=C(N)N1CCc1cccc2ccccc12` (stereo not given in full)?
CHT inh: inactive; Kir21 inh: -2.9

What do the screens show for `CC(C)C(=O)N1N=C2CCCCC2C1(O)C(F)(F)F` (stereo not given)?
CHT inh: inactive; Kir21 inh: -0.04

How did COCCCNC(=O)c1cc(=O)n(Cc2ccc(Cl)cc2)c2ccccc12 do in these assays?
CHT inh: inactive; Kir21 inh: 0.02

Next part.
What do the screens show for `CCN(CC)c1ccc(CNc2nc3ccccc3n2CCN2CCCCC2)cc1`?
CHT inh: inactive; Kir21 inh: -1.4

What do the screens show for `CC(=O)c1ccc(NC(=O)C2CC(=O)N(C(C)C)C2)cc1` (stereo not given)?
CHT inh: inactive; Kir21 inh: -0.21

Results for COc1ccc(N2CCN(C(=O)CCNS(=O)(=O)c3ccccc3)CC2)cc1 ?
CHT inh: inactive; Kir21 inh: -0.7

What do the screens show for `CC(C)CNC(=S)NNC(=O)CC(C)O` (stereo not given)?
CHT inh: inactive; Kir21 inh: 1.4

Results for Cc1cccc(NCC(=O)c2c(N)n(C)c(=O)n(C)c2=O)c1C ?
CHT inh: inactive; Kir21 inh: -0.29

How did COc1ccc(NC(=O)C2C(=O)N(CCO)C3(C)CC2c2ccccc2O3)cc1 (stereo not given) do in these assays?
CHT inh: inactive; Kir21 inh: 1.5

Results for COc1ccccc1C(O)(c1ccccc1)C(CN1CCOCC1)c1ccccc1 (stereo not given) ?
CHT inh: inactive; Kir21 inh: -0.14

What do the screens show for `Cn1c(=O)[nH]c(=O)c2c1nc(Br)n2CCSc1nnnn1-c1ccccc1`?
CHT inh: inactive; Kir21 inh: 1.2

Results for Cc1ccc(NCCC(=O)c2ccc(Br)cc2)cc1 ?
CHT inh: inactive; Kir21 inh: -0.1

Results for Cc1ccnn1C(C)C(=O)O (stereo not given) ?
CHT inh: inactive; Kir21 inh: -0.59

How did CC[N+](C)(C)c1cccc(O)c1 do in these assays?
CHT inh: inactive; Kir21 inh: 1.5

How did CCOC(=O)N1CCN(C(=O)CSc2nc3c(cnn3-c3ccccc3)c(=O)[nH]2)CC1 do in these assays?
CHT inh: inactive; Kir21 inh: 0.4

How did CC1(NC(=O)c2cc(-c3cccs3)nn2-c2ccccc2)CCS(=O)(=O)C1 (stereo not given) do in these assays?
CHT inh: inactive; Kir21 inh: 1.5

What do the screens show for `Cc1ccc(CCNC(=O)C2CCN(S(=O)(=O)N3CCC4(CC3)OCCO4)CC2)cc1`?
CHT inh: inactive

Results for CCCCc1nnc(NC(=O)Cn2cnc3ccccc3c2=O)s1 ?
CHT inh: inactive; Kir21 inh: 0.5

Results for CC1CN(C(=O)c2cc(S(=O)(=O)N3CCCC3)c(Cl)cc2Cl)CC(C)O1 (stereo not given) ?
CHT inh: inactive; Kir21 inh: 1.4

What do the screens show for `CN1CCC(=NNC(=O)c2ccc(N(Cc3ccccc3Cl)S(C)(=O)=O)cc2)CC1`?
CHT inh: inactive; Kir21 inh: 3

Results for COc1cc(NC(=O)c2cc([N+](=O)[O-])ccc2N2CCOCC2)ccc1NC(=O)c1ccco1 ?
CHT inh: inactive; Kir21 inh: 0.45

How did CN1CCN(S(=O)(=O)c2cc([N+](=O)[O-])ccc2Cl)CC1 do in these assays?
CHT inh: inactive; Kir21 inh: -2.5

What do the screens show for `Cc1[nH]nc(SCC(=O)N2CCC(C)CC2)c1[N+](=O)[O-]`?
CHT inh: inactive; Kir21 inh: 1.4

How did O=C(NCC(=O)N1CCOCC1)c1ccc(Cl)cc1 do in these assays?
CHT inh: inactive; Kir21 inh: 0.57

What do the screens show for `COc1cc(NC(=O)C2CC(=O)NC3=C2C(=O)CC(C)(C)C3)c(OC)cc1Cl` (stereo not given)?
CHT inh: inactive; Kir21 inh: 0.8

How did O=C(COc1cccc2cccnc12)N/N=C/c1ccccc1O do in these assays?
CHT inh: inactive; Kir21 inh: -1.1

How did CC(C)c1onc(C(=O)N2CCC(C(N)=O)CC2)c1[N+](=O)[O-] do in these assays?
CHT inh: inactive; Kir21 inh: -0.51

How did CS(=O)(=O)ON=C1CCN(S(=O)(=O)c2ccccc2)CC1 do in these assays?
CHT inh: inactive; Kir21 inh: 0.02

Results for O=C(Nc1ccccc1N1CCOCC1)c1cccnc1 ?
CHT inh: inactive; Kir21 inh: -1

How did NS(=O)(=O)c1ccc(NC(=O)c2ccc(CSc3ccccc3)o2)cc1 do in these assays?
CHT inh: inactive; Kir21 inh: -0.48

How did Cc1cccc(N2C(=O)CSC23CCCCC3)c1 do in these assays?
CHT inh: inactive; Kir21 inh: -0.29

What do the screens show for `Cc1ccc(-c2nc(C(F)(F)F)cc(=O)[nH]2)cc1`?
CHT inh: inactive; Kir21 inh: 1.7

Results for C#CCOCCOCCOCCNc1nc(N2CCN(C(=O)[C@H]([C@@H](C)CC)n3cc([C@@H](N)Cc4ccc(O)cc4)nn3)CC2)nc(N2CCN(C(=O)[C@H]([C@@H](C)CC)n3cc([C@@H](N)CC(C)C)nn3)CC2)n1 ?
CHT inh: inactive; Kir21 inh: 0.71

Results for CN(C(=O)CN1CCC(NC(=O)c2ccccc2Br)CC1)C1CCCCC1 ?
CHT inh: inactive; Kir21 inh: 0.27

Results for CCC(c1nnnn1CCc1ccccc1)N1CCN(c2ccc(OC)cc2)CC1 (stereo not given) ?
CHT inh: inactive; Kir21 inh: 1.5

Results for Cc1ccc(-c2csc3nc4c5ccccc5c(NCCCN5CCOCC5)nn4c(=O)c23)cc1 ?
CHT inh: inactive; Kir21 inh: -0.86

Results for CC1C=CCC2C(=O)N(c3ccccc3OC(=O)c3cccs3)C(=O)C12 (stereo not given) ?
CHT inh: inactive; Kir21 inh: 0.34

Results for Cc1cccc[n+]1CC(=O)Nc1ccc([N+](=O)[O-])cc1 ?
CHT inh: inactive; Kir21 inh: 0.52

How did O=C(CCn1c(=O)c2ccccc2n(CC(=O)NC2CCCC2)c1=O)NCc1ccco1 do in these assays?
CHT inh: inactive; Kir21 inh: -0.7

How did CCOC(=O)N1CCN(C(=O)c2ccc3c(SCC(=O)O)c4c(nc3c2)CCC4)CC1 do in these assays?
CHT inh: inactive; Kir21 inh: 1.5

How did O=C(O)C1C2C=CC(C2)C1C(=O)N1CCOCC1 (stereo not given) do in these assays?
CHT inh: inactive; Kir21 inh: 0.48

Results for COc1ccc(/C=C(\C#N)C(=O)NCc2cccnc2)cc1OC ?
CHT inh: inactive; Kir21 inh: 0.95

What do the screens show for `Cc1ccc2oc(=O)c3cc(C(=O)NCCCN4C(C)CCCC4C)sc3c2c1` (stereo not given)?
CHT inh: inactive; Kir21 inh: -1.1

Results for CC1C(=NO)C(C)C(c2ccc(N(C)C)cc2)NC1c1ccc(N(C)C)cc1 (stereo not given) ?
CHT inh: inactive; Kir21 inh: -0.65

How did N#CCSc1nc2scc(-c3cccs3)c2c(=O)n1CCc1ccccc1 do in these assays?
CHT inh: inactive; Kir21 inh: 0.29

What do the screens show for `COc1ccc2[nH]c(=O)c(-c3noc(-c4ccccc4)n3)cc2c1`?
CHT inh: inactive; Kir21 inh: 0.01

What do the screens show for `CS(=O)(=O)C1=NSC2=NC(=O)/C(=C\c3ccc(OC(=O)c4ccco4)cc3)C(=N)N21`?
CHT inh: inactive; Kir21 inh: 0.95

What do the screens show for `S=c1[nH]c(-c2ccccc2)cn1/N=C/c1ccncc1`?
CHT inh: inactive; Kir21 inh: 0.11
